# Bioassay records: PubChem BioAssay, The Scripps Research Institute Molecular Screening Center
# CCHF vOTU inh: CCHFV vOTU protease inhibitors, primary screen, biochemical, Pep-AMC substrate, fluorescence | Crimean-Congo hemorrhagic fever virus L polyprotein viral ovarian tumor (vOTU) protease … | inhibition, % at 11.5 µM | 370,000 compounds, 0.55% hits | AID 651958, 2012; in the data active = inhibition above about 30%; also: 0% = vehicle wells with enzyme and 100% = no enzyme wells
# The depositor's hits bear a star.
SMILES,CCHF vOTU inh
CC(C)c1ccc(OCCCN2CCC(C(O)(c3ccccc3)c3ccccc3)CC2)cc1,24
Cc1ccc(-n2c(SCC(=O)Nc3ccc(S(=O)(=O)Nc4cc(C)nc(C)n4)cc3)nnc2-c2ccc(C(C)(C)C)cc2)cc1,11
COc1ccc(CCN(Cc2cccs2)S(=O)(=O)c2ccc(C)c(C)c2)cc1OC,8
CCCCOCCCNC(=O)C[C@H]1C[C@@]2(C(=O)OC)C(=C[C@H](C(C)C)O[C@@H]2C2CC2)N(Cc2cccc3ccccc23)C1=O,23
CCCCNC(=O)C[C@H]1C[C@@]2(C(=O)OC)C(=C[C@H](C(C)(C)C)O[C@@H]2C)N(Cc2ccccc2)C1=O,4
O=C(c1ccccc1)n1ccc2ccc(-c3ccc4ccn(C(=O)c5ccccc5)c4c3)cc21,0
CC(COc1cccc(F)c1)CN1CCC(C(O)(c2ccccc2)c2ccccc2)CC1 (configuration not stated),12
C=CCN=C1NC(c2ccc(F)cc2)C(C(=O)OC)=C(C)N1C (configuration not stated),1
COc1nc(OC)nc(N2CCC(C(=O)N(C)Cc3ccccc3F)CC2)n1,-2
COc1ccc(/C=C/C(Cc2cccc(C(C)=O)c2)c2ccc(C)cc2)cc1 (configuration not stated),-2
Cc1ccc(C(=O)NC2CCCCN(Cc3ccccc3C)C2=O)cc1 (configuration not stated),-1
Cc1ccc(S(=O)(=O)N(CC(=O)NC2CCC(C)CC2)c2cc(C)cc(C)c2)cc1 (configuration not stated),-2

# Five compounds already listed, arranged by length of the SMILES, low to high.
SMILES,CCHF vOTU inh
COc1nc(OC)nc(N2CCC(C(=O)N(C)Cc3ccccc3F)CC2)n1,-2
COc1ccc(/C=C/C(Cc2cccc(C(C)=O)c2)c2ccc(C)cc2)cc1 (configuration not stated),-2
CC(C)c1ccc(OCCCN2CCC(C(O)(c3ccccc3)c3ccccc3)CC2)cc1,24
Cc1ccc(S(=O)(=O)N(CC(=O)NC2CCC(C)CC2)c2cc(C)cc(C)c2)cc1 (configuration not stated),-2
O=C(c1ccccc1)n1ccc2ccc(-c3ccc4ccn(C(=O)c5ccccc5)c4c3)cc21,0

# Two compounds picked at random from the list so far, as already listed:
SMILES,CCHF vOTU inh
CCCCNC(=O)C[C@H]1C[C@@]2(C(=O)OC)C(=C[C@H](C(C)(C)C)O[C@@H]2C)N(Cc2ccccc2)C1=O,4
Cc1ccc(S(=O)(=O)N(CC(=O)NC2CCC(C)CC2)c2cc(C)cc(C)c2)cc1 (configuration not stated),-2

# The results go on:
SMILES,CCHF vOTU inh
CN(C)CCCN1CC(=O)N2CCc3ccc(Br)cc3C2CC1=O (configuration not stated),6
O=C(CN1CCN(c2nc(-c3ccccc3)cs2)CC1)Nc1ccc(Cl)cc1,10
Cc1ccccc1CN1CCCCC(NC(=O)c2ccccc2C)C1=O (configuration not stated),-4
O=C1Nc2ccccc2-c2nnnn2C1N1CCCCC1 (configuration not stated),0
CC(C)(C)c1ccc(-c2nnc(SCC(=O)Nc3ccc(Oc4ccccc4)cc3)n2Cc2ccco2)cc1,15
Cc1cc(=O)[nH]c(SCC(=O)Nc2ccc(Cl)cc2)n1,5
COc1ccc(CNCC#Cc2ccc(C(F)(F)F)cc2)c(OC)c1,14
CCC(C(=O)NC1CCCC1)n1c(-c2ccccn2)nc2ccccc21 (configuration not stated),-5
O=S1(=O)c2ccc(N3CCN(Cc4ccccc4F)CC3)cc2Oc2ccccc2CN1Cc1cn(Cc2ccccc2C(F)(F)F)nn1,0
CCOC1=C2[C@H](c3ccccc3)N(S(=O)(=O)c3ccc(C)cc3)[C@H](C(C)C)[C@H]2C(C#N)(C#N)C(C#N)(C#N)C1,19
COc1ccc(S[C@]2(C(=O)N(C)C)CC(=O)N(C(=O)Nc3ccc(C)c(Cl)c3)[C@@H]2c2ccc(OC)cc2)cc1,1
CC(C)N1C(=O)c2ccccc2NC(=O)C1C(=O)NC1CC1 (configuration not stated),16

# A portion taken from the entries so far, for reference:
SMILES,CCHF vOTU inh
COc1ccc(S[C@]2(C(=O)N(C)C)CC(=O)N(C(=O)Nc3ccc(C)c(Cl)c3)[C@@H]2c2ccc(OC)cc2)cc1,1
CC(C)N1C(=O)c2ccccc2NC(=O)C1C(=O)NC1CC1 (configuration not stated),16

# Following part:
SMILES,CCHF vOTU inh
COc1ccc(C=Nn2c(-c3ccc(F)cc3)n[nH]c2=S)c(OC)c1OC,16
COc1ccc(CN2C(=O)CSCC2(C)C(=O)Nc2c(C)cccc2C)cc1OC (configuration not stated),3
Cc1occc1-c1nnc(SCC(=O)NCc2ccc(Cl)cc2)n1-c1ccccc1,5
CCOC(=O)C[C@@H]1OC[C@H](C(C)C)N1S(=O)(=O)c1ccc(C)cc1,0
COC(=O)C1=CN(c2ccc(OC)cc2OC)C(N)=C(C#N)C1c1ccccc1F (configuration not stated),-9
COc1cc(Cc2nc3ccccc3n2C(C)c2nc3ccccc3[nH]2)cc(OC)c1 (configuration not stated),9
CCCCCNC(=O)C(c1ccncc1)n1c(=O)c(-c2ccccc2)nc2ccccc21 (configuration not stated),-19
COCc1cc(N2CCNC[C@H]2C)ccc1N1CCN(Cc2ccccc2)[C@@H](C)C1,1
CCOC(=O)[C@]12CCCC3=C1N(CCC3)C(=O)[C@@H](CC(=O)N1CCN(C(=O)C3CC3)CC1)C2,-1
Cc1ccc(-c2cc(C(=O)NN=Cc3ccc(-c4ccccc4)cc3)[nH]n2)cc1,-12
S=C(Nc1cccc(Cl)c1)OC1CCC12CCC(c1ccccc1)CC2 (configuration not stated),12
Cc1ccc(S(=O)(=O)N2CCCC2C(=O)N2CCN(c3ccccc3)CC2)cc1C (configuration not stated),-7
Cc1ccc(N2CCN(C(=O)C(=O)c3cccc(Br)c3)CC2)cc1,-8
CCOC(=O)[C@]12CCCCC/C=C\1N(CCc1ccc(Cl)cc1)C(=O)[C@H]2CC(=O)NCc1ccccc1,19
Nn1c(SCc2ccc(Br)cc2)nnc1-c1n[nH]c2c1CCC2,-1
C[C@@H]1ON(C)[C@H]2C[C@H]3c4cc(Br)ccc4CCN3C[C@@H]12,13
O=S1(=O)CC2c3ccccc3CN2CN1C1CCCC1 (configuration not stated),0
COC(=O)c1cc2c(c3c4cc(OC)ccc4n(S(=O)(=O)c4ccc(C)cc4)c13)C(=O)N(C)C2,0
CCCCCNC(=O)C(C1CC1)n1c(=O)c(-c2ccco2)nc2ccccc21 (configuration not stated),-15
O=C(CSc1nc2ccccc2n1Cc1ccccc1Cl)N/N=C\c1c[nH]c2ccccc12,12
CCCCc1c(-c2ccccc2OC)ncn1Cc1cc(F)ccc1F,8
Nc1[nH]c(C(=O)c2ccccc2)c(-c2ccc(Cl)cc2Cl)c1C(=O)c1ccccc1,-2
COC(=O)C1=C(C)N(C)C(=NCc2ccccc2C(F)(F)F)NC1c1ccc(Cl)cc1 (configuration not stated),19
CC(c1nc2ccccc2[nH]1)n1c(-c2ccncc2)nc2ccccc21 (configuration not stated),-1
C=CCN(CC#Cc1cccnc1)Cc1ccc(OC)cc1OC,4
CCCCCCCCN1C(=O)[C@@H](CC(=O)N2CCN(C(=O)OCC)CC2)C[C@@]2(C(=O)OC)C1=C[C@H](COCc1ccccc1)O[C@@H]2C,14
O=C(N[C@H](C(=O)N1CCC[C@H]1C(=O)NC1CCCC1)C1CCCCC1)c1ccccn1,-6
O=C(N[C@H](Cc1ccccc1)C(=O)N1CCN(CC(=O)N2CCCC2)CC1)[C@H]1O[C@@H](n2ccc(=O)[nH]c2=O)[C@H](O)[C@@H]1O,4
COc1ccc(Nc2nnc(-c3ccc4c(c3)OCO4)o2)cc1,-6
CC(C)n1nnnc1C1c2ccccc2OCC(=O)N1Cc1cccc(C(F)(F)F)c1 (configuration not stated),5
Cc1cc(C)cc(NC(=O)N2CCC(N(C)CCC(C)C)CC2)c1,0
CC(C)n1nnnc1C1(C)Cn2nccc2C(=O)N1Cc1cccc(C(F)(F)F)c1 (configuration not stated),-4
COc1ccnc(C(=O)N2CCC(Oc3cccnc3)CC2)c1,-2
COC(=O)[C@]12C[C@H](CC(=O)N3CCC(c4ccccc4)CC3)C(=O)N(CCc3ccc(OC)c(OC)c3)C1=C[C@H](COCc1ccccc1)O[C@@H]2C,1
Cc1ccc(NC(=O)CCS(=O)(=O)c2ccccc2)c(C)c1,1
Cc1[nH]c2ccccc2c1CC(=O)Nc1ccc(Nc2cccnc2)c(-c2ccc(Oc3ccccc3)cc2)c1,11

# A few values from the results shown:
# CCCCCCCCN1C(=O)[C@@H](CC(=O)N2CCN(C(=O)OCC)CC2)C[C@@]2(C(=O)OC)C1=C[C@H](COCc1ccccc1)O[C@@H]2C | CCHF vOTU inh = 14
# COC(=O)[C@]12C[C@H](CC(=O)N3CCC(c4ccccc4)CC3)C(=O)N(CCc3ccc(OC)c(OC)c3)C1=C[C@H](COCc1ccccc1)O[C@@H]2C | CCHF vOTU inh = 1
# COc1ccc(Nc2nnc(-c3ccc4c(c3)OCO4)o2)cc1 | CCHF vOTU inh = -6

# Later entries
SMILES,CCHF vOTU inh
COc1ccc([C@H]2OC(=O)C[C@@H]2C(=O)N2CCN(c3ccccc3Cl)CC2)cc1OC,-4
COc1cc(O)c2c(c1)/C=C/C[C@H](O)[C@H](O)[C@@H](O)/C=C/C[C@H](C)OC2=O,3
O=C(NC1CCCC1)C(c1ccco1)N1CCC(O)(c2ccc(Cl)cc2)CC1 (configuration not stated),6
COc1ccc(S[C@]2(C(=O)N3CCN(c4ncccn4)CC3)CC(=O)N(C(=O)Nc3ccc(C)c(Cl)c3)[C@@H]2c2ccc(OC)cc2)cc1,1
CCCCCCCCN1C(=O)[C@@H](CC(=O)NCc2ccc(OC)c(OC)c2)C[C@@]2(C(=O)OC)C1=C[C@H](C(C)C)O[C@@H]2C1CC1,38*
O=C(NCC1CCN(C(=O)C(=O)c2cccs2)CC1)c1ccc2ccccc2c1,-7
CN(C)CCCNC(=O)c1c(N)[nH]c(C(=O)c2ccc(Br)cc2)c1-c1ccc(Br)cc1,-3
COC(=O)C1CCCN(C(=O)C2CCN(S(=O)(=O)c3cccs3)CC2)C1 (configuration not stated),-7
COc1ccccc1C(=O)N1CCC2CCN(C(=O)c3ccccc3)C2C1 (configuration not stated),-3
CC(C)(C)NC(=O)C(C1CC1)n1c(=O)c(-c2ccccc2)nc2ccccc21 (configuration not stated),-38
C#CC1(O)C2C=C(OC)C(=O)C1C(c1ccccc1)C2C (configuration not stated),-6
O=C(Nc1cccs1)OC1CC2CC1[C@H]1CCCCN1C2 (some centres not stated),-9
NC(=NCCc1c[nH]c2ccccc12)NC(=O)OCc1ccccc1,-1
Cc1c(NC(=O)C2CCCN(S(=O)(=O)c3ccccc3[N+](=O)[O-])C2)c(=O)n(-c2ccccc2)n1C (configuration not stated),-1
Cc1ccccc1CN1C(=O)CN(S(C)(=O)=O)CC1(C)C(=O)NCc1ccccc1 (configuration not stated),1
Cn1c(NC(=O)c2ccccc2)nc(Cc2ccccc2)c1Cc1ccccc1,11
CCOC(=O)[C@@]12CCCC=C1N(CCc1ccc(Cl)cc1)C(=O)[C@H]2CC(=O)NCc1cccc(C(F)(F)F)c1,14
CC(C)(C)c1ccc(-c2cc(NC(=O)Cc3c[nH]c4ccccc34)ccc2Nc2cccnc2)cc1,23
COc1cccc(-c2nnc3sc(-c4ccc(Br)o4)nn23)c1,2
COCCCNC(=O)C[C@H]1C[C@@]2(C(=O)OC)C(=C[C@H](C(C)C)O[C@@H]2C2CC2)N(Cc2ccco2)C1=O,-3
CCOC(=O)[C@]12CCCCC/C=C\1N(Cc1ccc(OC)cc1)C(=O)[C@H]2CC(=O)NCc1ccccc1,11
COc1ccccc1-c1ccc(OCCCN2CCC(C(O)(c3ccccc3)c3ccccc3)CC2)cc1,5
COC(=O)C1=C(C)N(Cc2ccccc2C(F)(F)F)C(=NCc2ccccc2)NC1c1cccc(C(F)(F)F)c1 (configuration not stated),29
COC(=O)C1(C(=O)OC)C[C@H](/C=C/c2ccccc2)N(Cc2ccccc2OC)[C@@H]1c1ccc(F)cc1,31*
CC(=O)c1ccc(C2CC(OCCF)=CC(=O)O2)cc1 (configuration not stated),-5
COC(=O)c1cc(-c2ccc(C)cc2)c(=O)n2c1CCC2,0
C(=C/c1ccccc1)/c1ccccc1,-5
COC(=O)[C@]12C[C@H](CC(=O)N3CCN(C(=O)C4CC4)CC3)C(=O)N(Cc3ccc(Cl)cc3Cl)C1=C[C@H](C1CCCC1)O[C@@H]2C,9
O=C(Nc1ccccc1)OC1CC2CC1[C@H]1CCCCN1[C@H]2Cc1ccccc1 (some centres not stated),-3
COCc1cc(N2CCN(C(=O)OC(C)(C)C)C[C@@H]2C)ccc1N1CC[C@@H](O)C1,4
COc1ccc(Cn2ccc3ccc(-c4ccc5ccn(C(=O)c6ccccc6OC)c5c4)cc32)cc1,9
CC1(C(=O)NCc2ccccc2)CN(S(C)(=O)=O)CC(=O)N1CCc1ccccc1 (configuration not stated),-17
O=C(Nc1nc2ncccn2c1-c1ccccc1)c1ccccc1,-14
CCCCCCCCNS(=O)(=O)/C=C/c1ccc(OC)cc1CNC(=O)OC(C)(C)C,22
Fc1ccc(-c2cc(-c3nnc4sc(Cc5cccs5)nn34)[nH]n2)cc1,16
Cc1occc1-c1nnc(SCC(=O)Nc2ccccn2)n1-c1ccccc1,-3
c1ccc(-c2ccc3c(n2)CCCN3Cc2ccccn2)cc1,-35
O=C(CSc1nnc(COc2ccc(Cl)cc2)n1Cc1ccco1)Nc1cccc2ccccc12,7
O=C(NC1CCCCN(Cc2cccc(F)c2)C1=O)c1ccc2ccccc2c1 (configuration not stated),5
CCOC(=O)NC[C@@]1(C(=O)OC)CC(=O)N(Cc2ccc(Cl)cc2)[C@@H]1c1ccc(OC)cc1,8
CCOC(=O)CNC(=O)N1Cc2cc(Br)ccc2-n2nncc2C1,-4
O=C(NC1CCC1)c1ccc(C#CC2CC2)cn1,-7
COc1ccc(-c2cc(-c3nnc(SCC(=O)Nc4ccc(OCc5ccccc5)cc4)n3N)[nH]n2)cc1,-1
COC(=O)[C@]12C[C@H](CC(=O)NCC3CCCCC3)C(=O)N(CCc3ccc(OC)c(OC)c3)C1=C[C@H](C(C)(C)C)O[C@@H]2C,31*
COC(=O)[C@]12C[C@H](CC(=O)NCCCN3CCCC3=O)C(=O)N(Cc3ccc(Cl)cc3Cl)C1=C[C@H](COCc1ccccc1)O[C@@H]2C,1
COc1ccc(NC(=O)CSc2ncnc3scc(-c4ccc(C)cc4)c23)cc1OC,2

# An excerpt; rates above refer to the full screens.
